Dengue-2 NS5 capping = Dengue-2 NS5 methyltransferase inhibitors, primary screen, biochemical, confirmation dose response (AID 588689) | Genome polyprotein (Dengue virus type 2 (strain 16681-PDK53)) | Dengue-2 NS5 methyltransferase capping enzyme assay, biochemical; higher % means a stronger effect | one-dose inhibition, % at 25 µM; IC50 in µM for titrated hits | hit rate 0.3% among 340,000; in the data active = a potency from the dose series; inconclusive = inhibition above about 29% without an active follow-up result
Rac1 GTP hydrolysis = MgcRacGAP GTPase-activating activity inhibitors, confirmation, biochemical, ADP Hunter fluorescence; MgcRacGAP-stimulated Rac1 GTP hydrolysis, ADP Hunter fluorescence; higher % means a stronger effect; GST-tagged Rac1 F28L mutant substrate; inhibition, % at 30 µM, or IC50 in µM where a hit was titrated; hit rate 0.6% among 340,000; Rac GTPase-activating protein 1 (Homo sapiens); AID 624330, 2012;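 active = first-screen hits whose inhibition reached a set limit at any dose in the follow-up dose series; inconclusive = inhibition above the set first-screen limit but never retested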;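 also: fluorescence reports GDP produced by GAP-driven GTP hydrolysis; strong numbers were not always called active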
AID2073 = inhibitors of Mint1-CaV2.2 protein interaction, biochemical, HTRF (AID 2073) | hit rate 0.19% among 290,000 | HTRF protein-protein interaction, Mint1-CaV2.2; higher % means a stronger effect | inhibition, % at 20 µM; hits with a dose series show IC50 in µM | Voltage-dependent N-type calcium channel subunit alpha-1B (Homo sapiens); in the data active = inhibition mostly above about 51%, no sharp cut-off; inconclusive = no clear call, values can overlap the other calls; inactive = mostly below about 53%; also: some results filed as inactive read as strong as hits
NTR1 ag = agonists of NTR1, primary screen, imaging, U2OS cells, beta-arrestin-GFP, high content (AID 493036); Neurotensin receptor type 1 (Homo sapiens), P30989; activation, % at 20 µM; NTR1-U2OS beta-arrestin-GFP spot imaging, agonist mode; hit rate 0.17% among 330,000;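 active = activation at or above 40% of the spot to cytoplasm intensity ratio, with at least 20 cells analyzed; inconclusive = wells under 20 cells, flagged as cytotoxic or low count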;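 also: 0% = DMSO without peptide and 100% = 100 nM NTR1 peptide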
Target sequence (P30989 whole entry, looked up): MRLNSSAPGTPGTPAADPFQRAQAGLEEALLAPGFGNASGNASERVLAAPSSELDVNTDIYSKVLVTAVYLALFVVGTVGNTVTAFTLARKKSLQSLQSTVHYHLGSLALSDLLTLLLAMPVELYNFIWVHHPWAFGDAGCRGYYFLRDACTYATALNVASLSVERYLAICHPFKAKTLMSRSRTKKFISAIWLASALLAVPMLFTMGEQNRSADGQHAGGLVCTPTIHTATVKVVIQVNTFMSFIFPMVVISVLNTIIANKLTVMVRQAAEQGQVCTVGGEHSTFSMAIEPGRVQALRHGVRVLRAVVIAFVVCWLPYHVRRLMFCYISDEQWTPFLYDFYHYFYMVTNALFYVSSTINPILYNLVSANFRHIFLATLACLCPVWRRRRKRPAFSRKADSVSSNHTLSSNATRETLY
West Nile antiviral = West Nile virus antiviral activity, cell-based, CPE readout (AID 1621). one-dose CPE inhibition, % at 10 µM; IC50 in µM for titrated hits. West Nile virus-infected cells, CPE inhibition; higher % means a stronger effect. hit rate 0.02% among 290,000; in the data active = a potency from the dose series; inconclusive = CPE inhibition mostly from about 3.7% at the one dose, without a potency; inactive = the rest, 99 in 100 with CPE inhibition below about 2.2%; also: strong numbers were not always called active
RSV CPE inhibition = RSV antiviral activity via CPE protection, HEp-2 cells, primary 10 µM value included (AID 2391) | HEp-2 cells, RSV-induced CPE inhibition; higher % means a stronger effect | CPE inhibition, % at 10 µM; hits with a dose series show IC50 in µM | hit rate 0.13% among 310,000; in the data active = a potency from the dose series; inconclusive = CPE inhibition mostly from about 23% at the one dose, without a potency; inactive = the rest, 99 in 100 with CPE inhibition below about 21%; also: strong numbers were not always called active
Siah-1 displacement = Siah-1 peptide-binding antagonists, primary screen, biochemical, fluorescence polarization, rhodamine-plectin, uHTS (AID 1817); Siah-1 / rhodamine-plectin peptide fluorescence polarization; higher % means a stronger effect; one-dose displacement, % at 20 µM; IC50 in µM for titrated hits; hit rate 0.02% among 290,000;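 active = displacement of at least 50% at 20 µM, with a fluorescence ratio check between 0.3 and a set limit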;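 also: plate controls were Siah plus tracer with DMSO for no effect and tracer alone without Siah for full effect; strong numbers were not always called active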
Large T inhibition = SV40 large T antigen inhibitors, biochemical (AID 1903); one-dose inhibition, % at 20 µM; IC50 in µM for titrated hits; hit rate 0.39% among 310,000; SV40 large T antigen ATPase/helicase inhibition assay; higher % means a stronger effect; in the data active = a potency from the dose series; inconclusive = inhibition mostly from about 32% at the one dose, without a potency; inactive = the rest, 99 in 100 with inhibition below about 32%; also: strong numbers were not always called active
UTI89 phage lysis = inhibition of K1F phage lysis, E. coli UTI89, bacterial capsule biogenesis inhibitors, alamar blue (AID 488966). E. coli UTI89 K1F phage lysis, alamar blue, 2 h; higher % means a stronger effect. one-dose inhibition, % at 100 µM; IC50 in µM for titrated hits. hit rate 0.02% among 340,000;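 active = phage lysis inhibition, versus mean bacterial control, above a set limit; inconclusive = no clear call, values can overlap the other calls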;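 also: capsule biogenesis inhibitors block K1F phage lysis so surviving cells raise fluorescence; higher fluorescence means more inhibition of phage lysis; actives were called in the ten point dose series up to 300 µM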
NTR1 ag cell count 20 µM = also measured in NTR1 ag; calls as there; cell count; measured here: cell count, cytotoxicity flag
Dengue-2 NS5 capping pilot replicate = second read-out of Dengue-2 NS5 capping, no call of its own (marks repeat the call); inhibition, %; measured here: pilot screen replicate inhibition
An asterisk follows results filed as active; u = inconclusive; x = not tested or not shown; [ ] = remark or other dose. No enrichment for hits. About 1.6% of those tested had a hit in this group.

SMILES	Dengue-2 NS5 capping	Rac1 GTP hydrolysis	AID2073	NTR1 ag	NTR1 ag cell count 20 µM	West Nile antiviral	RSV CPE inhibition	Siah-1 displacement	Large T inhibition	UTI89 phage lysis	others
CCN(CC)c1ccc2c(C)c(CN3CCOCC3)c(=O)oc2c1	-12%	13%	19%	-2.3	86	-0.6%	-0.2%	5%	10%	0.1%
CC/C(=N\NC(=O)C1CCCC1)c1ccc(Br)cc1	-3%	6%	9%	2.7	50	-0.3%	1.4%	-2%	8%	0.5%[50 µM]
N#Cc1ccc(CN2CCN(C(=O)CNS(=O)(=O)c3ccc4c(c3)OCCCO4)CC2)cc1	-3%	-4%	x	-2.0	45	x	-0.3%	x	x	0.2%[50 µM]
Cc1csc2nc(CSc3nc4ccccc4o3)c(Br)n12	-3%	11%	-24%	9.2	60	0.0%	11%	-2%	1%	0.2%
CCOC(=O)c1ccc(NC(=O)CN2C(=O)NC3(CCCCCCC3)C2=O)cc1	0%	2%	x	5.1	60	x	5.4%	x	x	-0.4%[50 µM]
CCCCC(=O)N1CCCC(C(=O)OCC)C1 (stereo not drawn)	6%	-4%	6%	0.5	75	-0.3%	2.2%	-3%	0%	-0.3%	Dengue-2 NS5 capping pilot replicate=2.4
COCCN(C(=O)COC(=O)CCc1c[nH]c2ccccc12)c1c(N)n(Cc2ccccc2)c(=O)[nH]c1=O	-9%	1%	x	-0.8	63	x	-1.4%	x	2%	0.6%[50 µM]
CCC1Nc2ncnc(N3CCOCC3)c2N(Cc2ccc(Br)cc2)C1=O (stereo not drawn)	-2%	8%	x	1.6	64	x	x	x	x	3.0%
CN1CCN(CC(=O)Nc2nc3ccccc3s2)CC1	7%	u	2%	-0.9	57	-0.2%	0.1%	8%	10%	-0.5%
COc1ccc(N2CCN(CCCNC(=O)CCC(=O)N3CCOc4ccc(Cl)cc43)CC2)cc1	-2%	25%	1%	-0.9	53	0.0%	x	8%	12%	0.2%
COCCn1c(C)cc(C2=NNC(=NC3CC3)SC2)c1C	-5%	11%	-10%	0.6	60	-0.5%	-1.8%	3%	6%	0.5%
CC(=O)OC(C(=O)NCc1ccco1)c1ccncc1 (stereo not drawn)	-1%	3%	0%	-0.8	71	0.2%	1.2%	1%	12%	3.5%
CC(C)NC(=O)CCCc1cn(C)c2ccccc12	-3%	4%	3%	1.2	37	-0.3%	0.4%	-1%	-3%	10%
CCn1cc(C(=O)NCC2CCCO2)c(=O)c2cc(F)c(N3CCN(C)CC3)cc21 (stereo not drawn)	-5%	16%	13%	-1.7	35	-0.3%	0.1%	5%	8%	0.3%
O=C1NCCN/C1=C\C(=O)c1ccc(F)cc1	5%	7%	16%	-1.5	25	0.1%	x	-5%	0%	2.5%
N#C/C(=C\c1c(N(Cc2ccccc2)Cc2ccccc2)nc2ccccn2c1=O)C(N)=O	-1%	9%	1%	12	71	3.1%	u	6%	11%	-1.8%[50 µM]
Cc1cc(C)nc(/N=C(\N)Nc2ccc(OCc3ccccc3)cc2)n1	-3%	18%	-4%	20	40	u	7.4%	1%	x	1.6%
CC(=O)C1=C(C)NC(SCC(N)=O)=C(C#N)C1c1ccco1 (stereo not drawn)	11%	2%	36%	-0.1	41	-0.7%	-0.3%	0%	5%	0.1%
Cc1ccc(S(=O)(=O)c2nc(-c3cccs3)oc2SCC(N)=O)cc1	-11%	8%	-12%	-5.1	19	2.1%	2.2%	1%	19%	0.2%
O=S1(=O)c2ccccc2OC(COCc2ccccc2)CN1C1CC1 (stereo not drawn)	-10%	2%	x	6.9	56	x	x	x	x	0.0%	Dengue-2 NS5 capping pilot replicate=0.6
OCCCc1nc2ccccc2n1CCCCOc1ccccc1	-3%	x	-4%	0.1	87	-1.6%	0.6%	-1%	0%	0.1%
Cc1cccc(Nc2nc(N)nc(CN3CCN(c4ccccc4F)CC3)n2)c1	-2%	8%	x	2.2	83	0.3%	u	x	x	0.2%
Cn1c(CCN2CCCCC2)nc2cc([N+](=O)[O-])ccc21	-6%	3%	-12%	-0.2	60	0.6%	-1.9%	-6%	13%	0.0%[50 µM]
FC(F)(F)c1cnc(-c2cnc3c(-c4ccc(Cl)cc4)cnn3c2)c(Cl)c1	5%	12%	24%	1.5	59	x	1.1%	-1%	3%	0.6%
O=C(CCCC(=O)c1ccc(O)cc1)c1ccc(O)cc1	6%	2%	x	-1.1	80	x	2.7%	x	9%	-2.6%
Further records:
SMILES	Dengue-2 NS5 capping	Rac1 GTP hydrolysis	AID2073	NTR1 ag	NTR1 ag cell count 20 µM	West Nile antiviral	RSV CPE inhibition	Siah-1 displacement	Large T inhibition	UTI89 phage lysis	others
CCN(CC)S(=O)(=O)c1ccc(C2=NOC3(C2)N(C)c2ccccc2C3(C)C)cc1 (stereo not drawn)	-1%	12%	14%	-1.6	86	-1.0%	50%	-1%	6%	0.4%
CCCCNCC(O)(c1ccc(Cl)cc1)c1ccc(Cl)cc1	8%	5%	-3%	4.9	45	-1.6%	24%	20%	4%	-0.7%
CCCOc1ccc(OCC(=O)c2[nH]c(C)c(C(C)=O)c2C)cc1	-4%	0%	-4%	1.2	58	-0.7%	-2.0%	3%	8%	-0.8%
O=C(N/N=C/c1ccccc1)c1cc[n+]([O-])cc1	-6%	10%	11%	-0.1	42	-0.2%	0.3%	7%	2%	0.5%
CCN(C(=O)C(C)N1C(=O)/C(=C/c2cccs2)SC1=S)C1CCS(=O)(=O)C1 (stereo not drawn)	2%	7%	-13%	1.1	58	2.4%	2.0%	-2%	29%	0.1%
CCCCN(C)C(=O)c1nc2ccccn2c1CNCCCn1nnc2ccccc21	-7%	12%	3%	0.9	60	-0.9%	-2.1%	-4%	9%	0.1%
COc1ccc(-c2nn(CCC(=O)O)cc2/C=C2\SC(N)=NC2=O)cc1	-19%	5%	11%	1.4	62	0.1%	1.5%	-5%	9%	0.5%
O=C(Nc1ccc(C(=O)O)cc1)/C(=C\C=C\c1ccccc1)NC(=O)c1ccc(Br)cc1	1%	6%	13%	2.4	52	0.8%	20%	-2%	12%	-3.5%
COc1ccc(CCNC(=O)c2cc3c(=O)n4cccc(C)c4nc3s2)cc1OC	-7%	7%	-3%	5.3	36	-0.4%	3.4%	7%	5%	0.3%
Cc1nn(C(=O)CCC(=O)NCc2cccc(F)c2)c2ccccc12	-6%	-30%	11%	1.4	75	-0.2%	1.4%	5%	29%	-0.2%
O=C1c2ccccc2C2NC(=O)C3(CCCCC3)N12 (stereo not drawn)	-11%	6%	-4%	-1.3	84	0.2%	1.4%	4%	-7%	0.3%
CSc1ccc(/C=N/N2CCN(Cc3ccccc3Cl)CC2)cc1	-4%	0%	-6%	3.3	45	-1.2%	20%	2%	7%	-1.2%
CCOc1cc(CNCCCN2CCOCC2)ccc1OCC(=O)Nc1cccc2ccccc12	-1%	4%	16%	-0.6	75	u	-3.6%	2%	18%	4.1%
COc1ccc(S(=O)(=O)N2CCOCC2)cc1NC(=O)COc1ccc(C(C)=O)cc1OC	1%	4%	x	1.0	58	x	x	x	x	1.6%[50 µM]
CSC1=NC(C)(C)C=C(/C=C/c2ccc(Cl)cc2Cl)N1	0%	0%	1%	1.4	34	x	6.2%	3%	-1%	1.4%
Clc1cccc(Cl)c1Cn1cnc2c(N3CCCCCC3)ncnc21	-7%	9%	0%	14	51	0.0%	u	-2%	2%	0.5%[50 µM]
CC(C)NC(=O)C1COc2ccccc2O1 (stereo not drawn)	25%	12%	-6%	0.8	73	1.3%	2.6%	4%	x	0.0%
CCc1ccc(-c2cc(C)no2)cc1S(=O)(=O)N1CCN(c2ccccc2F)CC1	-11%	6%	6%	1.4	76	-0.1%	12%	0%	13%	-5.7%
O=C1C2C3C=CC(C4CC34)C2C(=O)N1c1ccc2c(c1)OCO2 (stereo not drawn)	9%	-2%	-4%	0.7	29	-0.1%	-0.4%	-1%	4%	-2.5%
CC(C)N1CC=C2C(C#N)=C(N)C(C#N)(C#N)[C@H](c3ccoc3)[C@H]2C1	x	x	14%	x	x	-0.1%	1.4%	20%	17%	x
CCn1c(SCc2ccc(C(=O)Nc3nccs3)cc2)nnc1-c1ccc(NC(C)=O)cc1	-2%	14%	17%	-0.4	48	0.7%	-0.9%	1%	50%	0.0%
c1cc2c(cc1CNc1ccc(N3CCOCC3)cc1)OCO2	53%	6.6µM*	x	-0.6	51	x	x	x	x	3.5%
O=C(C1Cc2ccccc2CN1C(=O)c1ccccc1)N1CCN(c2ccccc2)CC1 (stereo not drawn)	2%	6%	11%	-1.7	49	-0.5%	0.9%	12%	17%	0.2%
CC1CCCC(NC(=O)C2CCN(S(=O)(=O)N3CCCCCC3)CC2)C1C (stereo not drawn)	-10%	6%	0%	1.3	75	-0.6%	8.8%	0%	4%	0.2%
CCCn1nnnc1-c1cccc(Cl)c1	-2%	5%	3%	-0.1	80	-0.2%	-0.4%	-2%	14%	7.4%
The results go on:
SMILES	Dengue-2 NS5 capping	Rac1 GTP hydrolysis	AID2073	NTR1 ag	NTR1 ag cell count 20 µM	West Nile antiviral	RSV CPE inhibition	Siah-1 displacement	Large T inhibition	UTI89 phage lysis	others
CCOC(=O)c1ccccc1NC(=O)COC(=O)C1CC(=O)N(CCc2ccccc2)C1 (stereo not drawn)	-1%	1%	x	-0.2	67	x	-1.3%	x	13%	0.1%[50 µM]
Nc1cc(-c2ccc(Cl)cc2)nn1S(=O)(=O)c1ccccc1	1%	9%	-1%	-0.6	52	-0.4%	1.3%	-1%	1%	-0.4%
O=C(NCC(=O)N1CCCCC1)c1ccc(Br)o1	5%	6%	-1%	-0.2	58	0.1%	-0.3%	1%	-9%	0.2%
O=C(Cn1c(=O)c2cccn2c2ccccc21)Nc1ccc(F)cc1F	-8%	10%	18%	-1.1	48	-0.5%	4.5%	4%	11%	0.4%
Cc1ccc(OC(=O)C2c3ccccc3Oc3ccccc32)cc1C	-5%	12%	3%	3.4	73	-0.7%	0.6%	-6%	12%	-0.1%
Cc1nn(-c2ccccc2)c2[nH]c(=O)cc(C(F)(F)F)c12	-7%	4%	45%	0.3	37	0.9%	17%	5%	10%	0.2%
CCOC(=O)c1cnn(-c2nc(-c3ccc(F)cc3)cs2)c1C(F)(F)F	-6%	2%	4%	11	58	-0.9%	3.6%	6%	0%	0.1%

High-throughput results from PubChem BioAssay.
